High-throughput results (PubChem)
S3 lipid droplet: qHTS Assay for Lipid Storage Modulators in Drosophila S3 Cells | Drosophila S3 cells, BODIPY lipid droplet fluorescence, 18-24 h; cells fed with added oleic acid | lipid storage change, negative = inhibition, % at the top dose, mostly 46.1 µM; hits show Potency in µM | 0.64% of 320,000 active | AID 2685; active means well fitted inhibition curve with a large enough effect in the signal ratio, with a control signal flat, not every such curve was filed as active; inconclusive means small, poorly fitted or top-dose-only effect, or effect the other way, or a change in a side signal; the % refers to the signal ratio
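Drosophila S3 cells got compounds at several concentrations plus oleic acid (400 uM solution). Laser-scanning cytometry with 488 nm excitation read lipid droplets at 500-530 nm and cells at 575-640 nm. Percent activity was relative to 20 uM Triacsin C.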
S3 lipid droplet cell count max: second read-out of S3 lipid droplet, no call of its own (marks repeat the call); cell number change, %; measured here: cell count max response;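 cells counted by Cell Tracker Red CMTPX staining in the red channel; peak over a dose series mostly up to 46.1 µM; percent activity relative to internal control wells on each plate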
The depositor's hits bear a star; i = inactive; u = inconclusive; x = no result given. On the % scale 0 is the no-effect control and ±100 the full control effect; potency means the concentration at half of the fitted maximal effect.

S3 lipid droplet	S3 lipid droplet cell count max	canonical_smiles
u	x	O=C(COC(=O)c1ccc(F)cc1Cl)NC1CCS(=O)(=O)C1 (stereo not given)
28%	12	O=C(CN(Cc1ccccc1)S(=O)(=O)c1cccc(C(F)(F)F)c1)NC1CCCCC1
i	4	COc1cc(CCC(=O)OCC(=O)Nc2c(C)cc(C)cc2C)cc(OC)c1OC
i	x	O=C(COC(=O)CNS(=O)(=O)/C=C/c1ccccc1)Nc1cc(S(=O)(=O)N2CCCCC2)ccc1Cl
i	x	Cc1c(CCO)c(=O)[nH]n1C(=O)c1c(F)cccc1F
u	x	COc1cccc(NC(=O)CSc2ncnc3c2cnn3Cc2ccccc2)c1
u	x	COc1cc(/C=C/C(=O)OCC(=O)NCc2ccccc2OC)ccc1O
u	x	CCOC(=O)C1=C(CSc2nncn2C)NC(=O)NC1c1cc(OCC)ccc1OCC (stereo not given)
u	x	O=C(NCCCNC(=O)c1ccc(-c2cccc(Cl)c2)o1)c1cnccn1
u	x	c1ccc(Nc2nc(-c3ccccc3)ns2)cc1
20%	16	CCOc1ccc(NC(=O)C2CCN(C(=O)N3CCOc4ccccc43)CC2)cc1
17%	-19	Cc1c(N=C2NC(=O)/C(=C/c3ccc(O)cc3)S2)c(=O)n(-c2ccccc2)n1C
u	x	COc1cccc(CN2CCN(C(=O)c3cc(-c4ccccn4)nc4ccc(Cl)cc34)CC2)c1
u	x	CCN(CC)S(=O)(=O)c1ccc(Nc2nc3ccccc3n3nnnc23)cc1
u	x	Cc1ccc(C(=O)Nc2ccc(O)c(C(=O)O)c2)o1
u	x	CNC(=O)c1cc(S(=O)(=O)Nc2ccc3c(c2)OCCO3)ccc1C
-3%	11	CN(C)S(=O)(=O)c1cccc(NC(=O)CCSc2ccc(Cl)cc2)c1
u	x	Cc1cc(C)n(-c2nc(NCCC(C)C)c3c4c(sc3n2)COC(C)(C)C4)n1
u	x	O=C1C(Cl)=C(N2CCOCC2)C(=O)N1c1ccccc1
u	x	CS(=O)(=O)NC1CCN(Cc2ccccc2)CC1
15%	16	NS(=O)(=O)c1ccc(NS(=O)(=O)c2ccc(Br)cc2)cc1
u	x	O=C1c2cccc3cccc(c23)C(=O)N1c1ccc(O)cc1
u	x	CC(C)CNC(=O)CC(NCC(C)C)C(=O)O (stereo not given)
10%	4	CCOC(=O)C1CCN(C(=O)Cn2cc(C(=O)c3ccco3)c3ccccc32)CC1
2%	-1	O=c1c2cn[nH]c2nc(SCc2cc(=O)n3cc(Br)ccc3n2)n1-c1ccc(Br)cc1
u	x	CC(=O)C1=C(c2ccccc2)NC(=S)NC1c1cc(Cl)c(OC(C)C)c(Cl)c1 (stereo not given)
5%	-16	COc1cccc(COC(=O)C2CCN(S(=O)(=O)c3ccc(C)cc3C)CC2)c1OC
u	x	Cc1c(NC(=O)C(c2ccccc2)c2ccccc2)cccc1C(=O)O
u	x	CCNC(=S)NNC(=O)c1cc(C)on1
u	x	CC(=O)Nc1ccc(OS(=O)(=O)c2ccccc2C)cc1

An excerpt of these results, with each value named:
> CC(=O)C1=C(c2ccccc2)NC(=S)NC1c1cc(Cl)c(OC(C)C)c(Cl)c1 (stereo not given)
  S3 lipid droplet = u; S3 lipid droplet cell count max = x
> COc1cccc(COC(=O)C2CCN(S(=O)(=O)c3ccc(C)cc3C)CC2)c1OC
  S3 lipid droplet = 5%; S3 lipid droplet cell count max = -16
> Cc1c(NC(=O)C(c2ccccc2)c2ccccc2)cccc1C(=O)O
  S3 lipid droplet = u; S3 lipid droplet cell count max = x
> CCNC(=S)NNC(=O)c1cc(C)on1
  S3 lipid droplet = u; S3 lipid droplet cell count max = x

Additional structures follow.
S3 lipid droplet	S3 lipid droplet cell count max	canonical_smiles
u	x	C[C@H](NC(=O)c1nc[nH]c1C(=O)N1CCNCC1)C(=O)OCc1ccccc1
u	x	COc1cc2c(cc1NC(=O)CN(C)Cc1nc3ccccc3c(=O)[nH]1)oc1ccccc12
u	x	N#Cc1ccc(NC(=O)Cn2cnc(S(=O)(=O)N3CCCCC3)c2)cc1
u	x	CC(NC(=O)C1CCCCC1)C(c1cccs1)N1CCN(C)CC1 (stereo not given)
-8%	4	Cc1ccc(CN2C(=O)CSc3ccc(C(=O)NCCN4CCOCC4)cc32)cc1
u	x	CC(C)(C)c1ccc(Cn2nnc3c(=O)[nH]c(C4CCCN(C(=O)c5ccco5)C4)nc32)cc1 (stereo not given)
2%	x	COc1ccccc1NC(=O)CN1C(=O)C(C)SC(C)C1=O (stereo not given)
i	14	COc1ccccc1-c1nc(SCC(=O)Nc2ccccc2F)n[nH]1
u	x	Cc1ccc(N(C(=O)C2CCCC2)C2C=CS(=O)(=O)C2)cc1 (stereo not given)
u	x	CCOC(=O)C1=C(C)OC(N)=C(C#N)C1c1c(C)nn(-c2ccccc2)c1Cl (stereo not given)
u	x	CN(CC(=O)NCc1ccco1)S(=O)(=O)c1ccc(F)cc1
i	8	O=C(Nc1ccncc1)c1cccc(F)c1
u	x	O=C(OCCCOC(=O)c1ccccc1O)c1ccccc1O
u	x	CCCCCc1cc(=O)oc2c(C(CCN3CCCC(C)C3)c3cc(OC)c(OC)c(OC)c3)c(OC)cc(OC)c12 (stereo not given)
u	x	COCCC(=O)N1CCC(Oc2ccc(C(=O)NC3CCOC(C)(C)C3)cc2)CC1 (stereo not given)
11%	12	COc1ccc([N+](=O)[O-])cc1NC1CCCCC1
10%	8	Cc1ccccc1C(=O)c1cccn1CC(=O)NCC1CCCO1 (stereo not given)
0%	-2	CC1=C(C(=O)OCc2ccccc2)C(c2ccc(C(C)(C)C)cc2)NC(=O)N1CCCCCC(=O)O (stereo not given)
u	x	O=C(OCC(=O)N(c1ccccc1)C1CCCCC1)c1ccc(CO)cc1
-5%	2	O=C(COC(=O)c1cccc(Br)c1)NCCc1ccccc1
u	x	N#CC1=C(N)NC(SCC(=O)c2ccccc2)=C(C#N)C12CCCC2
-1%	13	O=C(/C=C/c1ccc2c(c1)OCO2)Nc1cccnc1
u	x	CCCc1[nH]nc2c1C(c1ccc(OC)c(Cn3nc(C)c(Br)c3C)c1)C(C#N)=C(N)O2 (stereo not given)
u	x	NCCNc1ccc(C(=O)N2c3ccccc3Sc3ccccc32)cc1[N+](=O)[O-]
u	x	O=C(NC1CCCC1)c1cc(-c2ccc(F)cc2)on1
-5%	2	COc1ccc(NC(=O)CC(NCCc2ccccc2)C(=O)O)c(OC)c1 (stereo not given)
-1%	23	O=C(NCc1ccccc1)C1=C[C@H](c2coc3ccccc3c2=O)C[C@H](OCCCCO)O1
1%	20	Cc1ccc(-n2c(=O)[nH]c3c(oc4ccccc43)c2=O)cc1
u	x	C[C@]12CC[C@@H]3c4ccc(O)cc4[C@@H](O)C[C@H]3[C@@H]1CC[C@@H]2O
u	x	O=C(Nc1ccccn1)c1cc2cc([N+](=O)[O-])ccc2s1
u	x	CCOc1ccc2nc(NC(=O)C3CCN(S(=O)(=O)c4cnc[nH]4)CC3)sc2c1
u	x	Nc1nc(SCc2ccc(Cl)cc2Cl)ns1
-1%	-6	NCCCNc1ccc([N+](=O)[O-])cc1C(F)(F)F
u	x	COc1ccc(Br)cc1/C=c1\sc2nc(-c3ccco3)nn2c1=O
-2%	-18	CCOC(=O)c1cc(=O)c2ccc(OCC(=O)Nc3ccccc3)cc2o1
u	x	CC(C(=O)Nc1ccc(C#N)cc1)N(C)CC(=O)Nc1ccccc1Br (stereo not given)
u	x	Cc1cccc(NC2SC(=O)NC2=O)c1 (stereo not given)
u	x	CCCC(=O)N1CCN(c2nc3ccc(Br)cc3s2)CC1
-6%	7	CN(C)S(=O)(=O)c1ccc(C(=O)Oc2coc(CSc3ncccn3)cc2=O)cc1
u	x	COCCNC(=O)Cc1ccc(F)cc1
u	x	NS(=O)(=O)c1cc(C(=O)N2CCNC(=O)C2)ccc1Cl
u	x	O=C(c1cn(Cc2ccccc2)nc1-c1cccnc1)N1CCN(Cc2ccccc2)CC1
u	x	CN(C(=O)COC(=O)c1ccccc1OCc1ccc(Cl)cc1)c1c(N)n(Cc2ccccc2)c(=O)[nH]c1=O
u	x	CCOCC(=O)Nc1ccc(Br)c(C)c1
u	x	C1=C(c2ccc(-c3ccccc3)cc2)Nc2ncnn2C1c1ccco1 (stereo not given)
-4%	3	CCOC(=O)N1CCC(NC(=O)CCc2c(C)nc3nc(C)nn3c2C)CC1
3%	4	COc1ccc(CCNC(=O)Cn2nnc3ccccc3c2=O)cc1
u	x	CCCOc1ccc(NC(=O)C2CC(=O)N3CCCN=C3S2)cc1 (stereo not given)
i	x	CCCOc1cc(C)c(S(=O)(=O)NCCOC)cc1C
i	x	Cc1ccccc1S(=O)(=O)Cc1ccc(C(=O)NCc2cccnc2)o1
u	x	CCCN(CC(=O)Nc1ccccc1OC)C(=O)c1cc(-c2cccs2)nn1-c1ccccc1
2%	16	CN1CCN2c3ncccc3Cc3ccccc3[C@@H]2C1
10%	0	CCN1CCN(c2nc3c(C)cccn3c(=O)c2/C=C(\C#N)C(=O)NCCOC)CC1
-2%	-15	CCCNC(=O)C(Cc1ccccc1)NS(=O)(=O)c1ccc2c(c1)c(=O)n(C)c(=O)n2C (stereo not given)
6%	12	CCCCC1=CC2=CC(=O)C(C)(OC(=O)CC)C(=O)C2=CN1c1ccccc1 (stereo not given)
u	x	Cc1cc(NC(=O)CCN2CCCCC2)ccc1Br
u	x	O=C(Nc1ccccc1)C1=C(N2CCOCC2)/C(=C/c2cccnc2)CC1
u	x	O=c1[nH]c(N/N=C/c2ccccc2)nc2ccccc12
-6%	19	CC(C)Cc1nc(SCC(=O)Nc2ccc(S(N)(=O)=O)cc2)n[nH]1
u	x	CCc1ccc(-c2cc(C)no2)cc1S(=O)(=O)Nc1ccc(C)cn1

Copied from the list:
S3 lipid droplet cell count max with COc1ccc(CCNC(=O)Cn2nnc3ccccc3c2=O)cc1 → 4
S3 lipid droplet with CCOC(=O)c1cc(=O)c2ccc(OCC(=O)Nc3ccccc3)cc2o1 → -2%
S3 lipid droplet cell count max with O=C(Nc1ccncc1)c1cccc(F)c1 → 8
S3 lipid droplet with CCOC(=O)N1CCC(NC(=O)CCc2c(C)nc3nc(C)nn3c2C)CC1 → -4%

Part of the list above in order of count of non-hydrogen atoms, lowest first.
S3 lipid droplet	S3 lipid droplet cell count max	canonical_smiles
u	x	COCCNC(=O)Cc1ccc(F)cc1
u	x	CCOc1ccc2nc(NC(=O)C3CCN(S(=O)(=O)c4cnc[nH]4)CC3)sc2c1
10%	0	CCN1CCN(c2nc3c(C)cccn3c(=O)c2/C=C(\C#N)C(=O)NCCOC)CC1

Record cards (already shown). Order of screens: S3 lipid droplet	S3 lipid droplet cell count max
COc1ccccc1-c1nc(SCC(=O)Nc2ccccc2F)n[nH]1 is listed as i	14
Cc1ccccc1C(=O)c1cccn1CC(=O)NCC1CCCO1 (stereo not given) is listed as 10%	8
NS(=O)(=O)c1ccc(NS(=O)(=O)c2ccc(Br)cc2)cc1 is listed as 15%	16
N#CC1=C(N)NC(SCC(=O)c2ccccc2)=C(C#N)C12CCCC2 is listed as u	x

Other records:
S3 lipid droplet	S3 lipid droplet cell count max	canonical_smiles
u	x	Cc1ccc(C2=NN3C(C(=O)c4ccccc4)Oc4ccccc4C3C2)cc1 (stereo not given)
u	x	CCCC(=O)NC1C2CC3CC(C2)CC1C3 (stereo not given)
-3%	-3	O=[N+]([O-])c1cc(CN2CCOCC2)c2cccnc2c1O
u	x	CC(C)N1C(=O)c2ccc(C(=O)O)cc2C1=O
u	x	O=C(NCc1ccccn1)c1nc(Cn2cc([N+](=O)[O-])cn2)no1
14%	0	CCN(CC(=O)NCc1ccc(F)cc1)C(=O)c1ccc2c(c1)OCO2
-5%	4	CCc1nc2ccccc2c(C(=O)Nc2cc(C)ccc2C)c1C
u	x	CC(C)N(Cc1nc(-c2ccc(Cl)cc2)no1)C(=O)CN(C)S(=O)(=O)c1ccc(Cl)cc1
u	x	Cc1ccnc(N2CCN(C(=O)CSc3nc4ccccc4nc3N3CCC(C)CC3)CC2)c1
i	x	C[C@@H](C(=O)Nc1ccc2c(c1)OCCO2)n1c(=O)[nH]c2ccccc2c1=O
-6%	5	O=C(CCNS(=O)(=O)c1ccccc1)NCCSc1ccc(Br)cc1
5%	3	O=C(c1cc(Cl)c(=O)n(Cc2ccc(Cl)cc2)c1)N1CCOCC1
-26%	-1	O=C(c1cc([N+](=O)[O-])ccc1N1CCCCC1)N1CCCCC1
u	x	O=C1CC(c2cccc(Cl)c2)Cc2nc(N3CCN(c4ccccc4)CC3)ncc21 (stereo not given)
i	x	CCCn1c(N)c(N(CCOC)C(=O)c2ccc([N+](=O)[O-])c(C)c2)c(=O)[nH]c1=O
i	3	Cc1nccc2[nH]c(=O)c(C(=O)NC3CCCCC3C)cc12 (stereo not given)
6%	-2	CCN1CCN(c2ccc(NC(=O)c3ccc(C#N)cc3F)cc2Cl)CC1
u	x	COc1ccccc1NS(=O)(=O)c1cccc(NC(=O)C2CC(=O)N(Cc3ccccc3)C2)c1 (stereo not given)
i	13	CC(C)CCNC(=O)c1ccc2c(Cl)c3c(nc2c1)CCC3
u	x	O=C(NCc1ccncc1)c1ccccc1Nc1ccc(SC(F)F)cc1
u	x	Cc1cccc(NC(=S)NC(NC(=O)c2ccco2)C(Cl)(Cl)Cl)c1 (stereo not given)
u	x	CC(C)C[C@@H](C(=O)O)N(Cc1cccc(CN([C@@H](CC(C)C)C(=O)O)S(C)(=O)=O)c1)S(C)(=O)=O
13%	2	COc1ccc(C2c3[nH]c4ccccc4c3C[C@H]3C(=O)N(C4CCN(Cc5ccccc5)CC4)CC(=O)N23)cc1OC (stereo not given in full)

The list is partial, so the mix of outcomes need not match the whole.
